High-throughput results deposited in PubChem by several laboratories.
CCHFV vOTU inh: blocks the CCHF virus ovarian tumor domain protease; inhibition, % at 11.5 µM; 370,000 tested, 0.55% active; CCHFV vOTU protease, Pep-AMC fluorescence; also: 0% = vehicle wells with enzyme and 100% = no enzyme wells
BoNT A protease: inhibitors of Botulinum neurotoxin A light chain protease. multiplex microsphere protease substrate cleavage, flow cytometry. inhibition, % at 10 µM. 360,000 tested, 0.17% active; in the data active = inhibition above about 30%; inconclusive = no clear call, values can overlap the other calls; also: plate controls were buffer without enzyme for full effect and enzyme alone for no effect
GDH-TPI counter: inhibits GDH-TPI coupling enzymes, artifact for Mtb FBA screen. GDH-TPI coupled enzyme counterscreen, NADH absorbance. AID 588335. 360,000 tested, 1.2% active. inhibition, % at 4.8 µM;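 also: 0% = DMSO wells and 100% = wells lacking the enzyme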
BoNT F protease: blocks Botulinum neurotoxin F light chain protease | inhibition, % at 10 µM | Multiplex microsphere protease cleavage assay, flow cytometry | 360,000 tested, 0.22% active; in the data active = inhibition above about 35%, passing the limit was not always enough; inconclusive = no clear call, values can overlap the other calls; also: plate controls were buffer without enzyme for full effect and enzyme alone for no effect
BioA inh: inhibitors of Mycobacterium tuberculosis BioA enzyme. purified M. tuberculosis BioA enzyme, plate reader. inhibition, % at 9.99 µM. 360,000 tested, 0.096% active; in the data active = inhibition above about 40%; inconclusive = no clear call, values can overlap the other calls
UGM FP inh: Mtb UDP-galactopyranose mutase inhibition. P9WIQ1. purified UGM, fluorescence polarization probe displacement. inhibition, % at 10 µM. 320,000 tested, 0.06% active. AID 504406; in the data active = inhibition above about 10%, passing the limit was not always enough; inconclusive = no clear call, values can overlap the other calls
Target sequence (P9WIQ1 whole entry, looked up): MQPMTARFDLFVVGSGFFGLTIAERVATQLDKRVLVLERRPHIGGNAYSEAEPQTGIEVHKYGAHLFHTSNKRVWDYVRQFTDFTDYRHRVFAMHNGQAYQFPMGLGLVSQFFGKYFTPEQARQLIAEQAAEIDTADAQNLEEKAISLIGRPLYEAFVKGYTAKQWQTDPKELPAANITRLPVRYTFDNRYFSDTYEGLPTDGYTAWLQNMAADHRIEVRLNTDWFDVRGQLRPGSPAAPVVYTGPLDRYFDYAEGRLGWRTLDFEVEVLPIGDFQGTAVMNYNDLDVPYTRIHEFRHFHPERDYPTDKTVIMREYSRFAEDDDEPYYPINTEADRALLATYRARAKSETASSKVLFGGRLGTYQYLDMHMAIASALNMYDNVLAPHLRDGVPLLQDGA
FadD28 FP inh: M. tuberculosis FadD28 bisubstrate binding inhibition; inhibition, % at 12.5 µM; 360,000 tested, 0.22% active; AID 588549; FadD28 bisubstrate probe binding, fluorescence polarization; in the data active = inhibition above about 8.5%, passing the limit was not always enough; inconclusive = no clear call, values can overlap the other calls
Mtb FBA inh: Mtb fructose-bisphosphate aldolase inhibition. 360,000 tested, 2.3% active. AID 588726. purified M. tuberculosis FBA, fluorescence read-out. inhibition, % at 1 µM. P9WQA3; in the data active = inhibition above about 27%;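 also: 0% = vehicle and 100% = reference inhibitor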
Target sequence (P9WQA3 whole entry, looked up): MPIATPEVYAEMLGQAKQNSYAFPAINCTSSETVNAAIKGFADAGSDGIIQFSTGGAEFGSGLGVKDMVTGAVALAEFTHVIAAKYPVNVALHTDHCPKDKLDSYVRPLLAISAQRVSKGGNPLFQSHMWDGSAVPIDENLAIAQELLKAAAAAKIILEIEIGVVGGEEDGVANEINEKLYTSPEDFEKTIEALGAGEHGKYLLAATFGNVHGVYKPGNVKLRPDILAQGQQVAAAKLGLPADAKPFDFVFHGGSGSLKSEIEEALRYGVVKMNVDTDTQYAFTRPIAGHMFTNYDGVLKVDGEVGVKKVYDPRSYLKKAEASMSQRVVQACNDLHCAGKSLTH
PrPC TRFRET: cell surface PrPC inhibition, primary TR-FRET screen; 370,000 tested, 0.43% active; inhibition, % at 13.8 µM; TR-FRET read-out; AID 720596; P04156; in the data active = inhibition above about 24%; also: 0% = median of the test wells and 100% = reference compound wells
Starred values were filed as active, the others as inactive; ? = inconclusive; nt = no result given. Rule as the data show it, unless noted: active = inhibition above about 30%; inactive = the rest.

The opening four compounds, ahead of the listing:
SMILES	CCHFV vOTU inh	BoNT A protease	GDH-TPI counter	BoNT F protease	BioA inh	UGM FP inh	FadD28 FP inh	Mtb FBA inh	PrPC TRFRET
O=C(Nc1cc2c3c(c1)CC(=O)N3CCC2)c1ccc(F)cc1	-2	nt	-5	nt	4.2	0.5	-0.4	1	-4
CC(=O)N1c2ccccc2Sc2ccc3ccccc3c21	-2	-0.1	0	-4	-0.2	nt	-14	0	8
CN(C(=O)c1ccc(NC(=O)C2CCN(C(=O)OC(C)(C)C)CC2)cc1)C1CC1	-6	-0.2	5	-1	0.3	0.2	-1.0	-1	7
CCn1cc(S(=O)(=O)Nc2ncccn2)cn1	-13	-0.5	6	-7	-2.0	-0.6	0.7	2	0

The whole of this part, previewed entries included:
SMILES	CCHFV vOTU inh	BoNT A protease	GDH-TPI counter	BoNT F protease	BioA inh	UGM FP inh	FadD28 FP inh	Mtb FBA inh	PrPC TRFRET
O=C(Nc1cc2c3c(c1)CC(=O)N3CCC2)c1ccc(F)cc1	-2	nt	-5	nt	4.2	0.5	-0.4	1	-4
CC(=O)N1c2ccccc2Sc2ccc3ccccc3c21	-2	-0.1	0	-4	-0.2	nt	-14	0	8
CN(C(=O)c1ccc(NC(=O)C2CCN(C(=O)OC(C)(C)C)CC2)cc1)C1CC1	-6	-0.2	5	-1	0.3	0.2	-1.0	-1	7
CCn1cc(S(=O)(=O)Nc2ncccn2)cn1	-13	-0.5	6	-7	-2.0	-0.6	0.7	2	0
O=C(Nc1ccc(N2CCCC2)c(Cl)c1)c1ccc([N+](=O)[O-])o1	10	0.5	2	-14	nt	nt	0.8	-1	20
Cc1ccc(/C=C2\C(=O)NC(=O)N(CC3CCCO3)C2=O)s1 (configuration not stated)	1	nt	12	nt	-1.0	-1.4	-1.3	-1	-1
CC(C)(C)c1ccc(S(=O)(=O)N2CCN(CC(O)CN3CCOCC3)CC2)cc1 (configuration not stated)	-2	-0.1	6	-8	-0.9	8.8	-1.8	6	-4
Cc1cc(O)c(C(=O)/C=C/c2ccc(C(C)C)cc2)c(=O)o1	0	0.3	4	18	-1.6	-0.9	-0.7	1	12
O=C(COC(=O)c1ccc(O)cc1)Nc1ccc(N2CCCCC2)cc1	2	0.3	-12	-18	0.4	0.3	-2.8	-8	-4
Cc1cccc(C)c1NCC(=O)N1CCN(Cc2ccccc2)CC1	-8	-0.7	3	5	0.6	1.1	-2.4	4	0
O=C(Cc1ccccc1F)Nc1cc(S(=O)(=O)N2CCOCC2)ccc1N1CCCC1	-1	0.0	15	-3	-0.9	-0.2	0.1	1	-10
Cc1cnc(C(=O)OCC(=O)c2ccc(Cl)cc2)cn1	1	-0.7	-8	8	-0.4	-6.1	-1.9	0	-3
COc1ccc(N(CC(=O)NCc2ccco2)C(=O)CCC(=O)Nc2nccs2)cc1	5	-0.1	-2	6	-1.9	-1.7	0.6	-1	-2
Cc1ccc(C(=O)NCC(=O)OC2CCCCC2=O)cc1C (configuration not stated)	2	0.1	-6	-2	nt	1.5	-2.8	-2	-1
CC(C)C[C@H](NC(=O)c1nc[nH]c1C(=O)N1CCc2ccccc2C1)C(=O)OC(C)(C)C	11	0.6	5	-4	-0.7	3.9	-2.2	18	4
CC1CCCC(C)N1/N=C/c1cccc([N+](=O)[O-])c1 (configuration not stated)	2	0.1	-11	-16	0.7	1.6	-3.7	1	-5
CSCCNC(=O)c1cccc(Cl)c1	8	-0.4	5	-8	nt	-3.1	-0.1	2	-4
CC(NC1CCN(Cc2ccccc2)CC1)c1ccc(F)cc1 (configuration not stated)	-1	1.5	1	-5	16	-2.1	-1.1	0	-2
C=CCN1C(=O)CN=C1Nc1cc(C)cc(C)c1	-3	1.3	-4	-6	-1.2	1.3	-4.1	3	-5
CC(C)[C@@H]1Cc2[nH]c(=O)[nH]c(=O)c2[C@H](c2ccc(F)cc2)O1	-8	-0.7	nt	6	nt	nt	nt	nt	4
CN(C)CC(C)(C)CNS(=O)(=O)c1ccc(OC(F)(F)F)cc1	-1	-0.7	10	3	nt	-0.3	-0.5	-1	1
CCc1ccc(NC(=O)CSc2nncn2-c2cccnc2)cc1	4	-0.4	-5	2	1.1	-1.5	-0.7	-2	7
CCOC(=O)Cn1nnnc1CN1CCN(c2ccc(OC)cc2)CC1	-1	-0.4	1	2	nt	2.7	-4.0	-3	10
CC(C)c1ccc(NC(=O)CSc2nc3ncccc3[nH]2)cc1	1	-0.3	15	-11	-3.6	-1.8	0.2	2	4
Cc1ccc(S(=O)(=O)/N=C2\C=C(NS(=O)(=O)c3ccccc3)C(=O)c3ccccc32)cc1	51*	-0.4	17	-2	2.0	nt	1.4	-2	-2

Reprinted from the part before: 4 entries, followed by the next part.
SMILES	CCHFV vOTU inh	BoNT A protease	GDH-TPI counter	BoNT F protease	BioA inh	UGM FP inh	FadD28 FP inh	Mtb FBA inh	PrPC TRFRET
CCc1ccc(NC(=O)CSc2nncn2-c2cccnc2)cc1	4	-0.4	-5	2	1.1	-1.5	-0.7	-2	7
CCOC(=O)Cn1nnnc1CN1CCN(c2ccc(OC)cc2)CC1	-1	-0.4	1	2	nt	2.7	-4.0	-3	10
CC(C)c1ccc(NC(=O)CSc2nc3ncccc3[nH]2)cc1	1	-0.3	15	-11	-3.6	-1.8	0.2	2	4
Cc1ccc(S(=O)(=O)/N=C2\C=C(NS(=O)(=O)c3ccccc3)C(=O)c3ccccc32)cc1	51*	-0.4	17	-2	2.0	nt	1.4	-2	-2
CC1=C(n2nnc3ccccc32)C(c2ccccc2)C(C#N)=C(N)O1 (configuration not stated)	9	0.5	3	5	-4.7	1.5	-3.0	1	-8
Cc1ccc(C)c(NC(=O)Cn2nc(-c3ccccc3)nc2-c2ccccc2)c1	-1	0.4	21	-10	nt	-0.8	0.3	-1	-2
OCCCCNCc1ccc(OCc2ccc(Cl)cc2)cc1	-15	-0.4	11	-18	-1.2	2.2	-2.8	-1	-8
CCc1cccc(CC)c1-n1c(SCc2cc(=O)n3ccsc3n2)nnc1-c1cccnc1	-4	-2.8	18	-22	-0.6	-2.7	-2.5	3	0
O=C(c1cc2c(s1)CCC2)N1CCN(c2ccccc2)CC1	7	-0.2	6	2	8.5	4.4	0.3	-3	1
COc1ccc(NS(=O)(=O)c2cccc(C(=O)N(C)CC(=O)Nc3ccc(C)cc3)c2)cc1	-9	-1.0	-7	-10	-0.8	2.9	-1.6	-1	1
N#Cc1ncc(C(F)(F)F)cc1Sc1ccc(N)cc1	7	0.3	5	-7	nt	1.4	0.6	2	6
Cc1nnc(-c2ccccc2)nc1N1CCOCC1	8	-0.2	7	-1	-1.6	-0.5	-2.4	2	-3
COc1cc(-c2cnc3c(NC=O)cc(-c4ccc(N5CCN(C)CC5)cc4)cn23)cc(OC)c1OC	14	3.9	11	-37	-0.3	nt	-0.4	1	-24
CCN(CC(=O)NC(=O)NC1CCCCC1)Cc1nc2ccccc2c(=O)[nH]1	5	-0.8	8	0	nt	1.7	0.2	-5	5
CCCc1ccc(S(=O)(=O)NCCc2ccncc2)cc1	-2	-0.1	-9	-1	1.5	2.1	-0.9	1	6
CC(=O)Nc1cccc(NC(=O)CSc2ncc(-c3ccc(Cl)cc3)n2Cc2ccco2)c1	6	0.2	3	-13	3.8	1.8	-1.1	-14	7
CC(C)(Oc1ccc(Cl)cc1)C(=O)N(Cc1ccccc1)c1ccccn1	-2	0.1	2	-3	nt	0.5	0.9	4	4
COc1cc(OC)c(OC)cc1C=O	-3	-0.4	21	5	-1.0	nt	0.2	7	4
O=C(CSc1nnc(-c2ccco2)o1)NC(=O)C1COc2ccccc2O1 (configuration not stated)	3	0.1	0	-1	0.7	-0.4	-2.0	-4	-4
CCOc1ccccc1N1CSC2=C(C#N)C(c3c(OC)ccc4ccccc34)CC(=O)N2C1 (configuration not stated)	13	3.5	3	6	-0.6	-3.4	1.0	4	-7
CN1CCN(S(=O)(=O)c2ccc(N(C)Cc3cccs3)nc2)CC1	-3	-1.2	12	-2	3.0	0.9	-1.1	-1	-8
COC(=O)c1ccccc1NN=Nc1ccccc1[N+](=O)[O-]	22	-0.4	-1	0	-0.4	nt	-2.6	-2	-28
CCC(C)NC(=O)c1nn(Cc2ccccc2)c(=O)c2ccccc12 (configuration not stated)	-4	0.5	3	-1	-3.2	-1.1	2.1	0	4
OC(CNCc1ccc(Cl)cc1)(c1ccccc1)c1ccc(F)cc1 (configuration not stated)	13	-1.7	-2	-13	nt	-2.1	-2.2	0	-3
COc1cc(C=NCC2OCCc3ccccc32)cc(OC)c1 (configuration not stated)	16	1.2	10	14	-0.1	-0.6	-3.2	2	0
O=S(=O)(NCc1ccc(Cl)cc1Cl)c1cccs1	-11	1.6	-10	-2	-0.5	0.0	-3.5	0	4
Cc1cccc(NC(=O)c2cc(-c3c(C)cc(C)cc3O)n[nH]2)c1	7	0.6	1	23	-1.0	-0.1	1.0	3	5
COc1ccc(CCNC(=O)CCN2C(=O)C3CC=CCC3C2=O)cc1OC (configuration not stated)	8	-0.1	3	10	-1.3	3.6	-0.9	-2	7
Cc1cccc(N(CC(=O)NC2CCCCC2)C(=O)CCCC(=O)Nc2ccccn2)c1C	-1	2.6	-1	19	nt	6.7	-1.1	0	2
Additional structures.
SMILES	CCHFV vOTU inh	BoNT A protease	GDH-TPI counter	BoNT F protease	BioA inh	UGM FP inh	FadD28 FP inh	Mtb FBA inh	PrPC TRFRET
Fc1ccc(-n2nnc(-c3ccccc3Br)n2)cc1	10	-5.0	-2	?	-1.7	0.3	-2.9	-2	0
COc1ccc(CN2CC(=O)N3[C@H]4c5cc(C)ccc5OC[C@@H]4[C@H](c4ccccc4)[C@]3(C)C2=O)cc1	15	0.7	6	-3	-1.6	0.7	-3.5	1	6
FC(F)(F)c1cccc(Cc2noc(CN(Cc3ccccn3)CC3CCCO3)n2)c1 (configuration not stated)	21	-0.1	6	-9	0.8	-1.9	-3.1	-1	6
CC1=CC(C)(C)N2C(=O)C(=Nc3ccc(O)cc3)c3cccc1c32	82*	0.2	8	0	nt	-0.5	-1.0	0	-14
O=C(N/N=C\c1ccc(CN(Cc2ccc(Cl)cc2)S(=O)(=O)c2ccccc2)o1)C(=O)Nc1ccc(F)cc1	10	-1.2	5	?	-1.7	1.2	-0.6	2	-5
Nc1nc(N)c2c(n1)CN(Cc1ccc(Cl)cc1)C2	5	0.4	8	-4	3.4	nt	-5.7	13	-9
CCN(CC)CCn1c2ccccc2c2cnc(N)c(C#N)c21	-25	0.2	5	1	nt	1.1	-2.9	29*	6
O=C1CCC(C(=O)N2CCN(c3ccc(F)cc3)CC2)CN1CC1CCCCC1 (configuration not stated)	5	1.0	8	-5	-0.4	-1.2	0.0	-2	-2
Cc1ccc(OCCn2c(C3CC(=O)N(Cc4ccccc4)C3)nc3ccccc32)cc1 (configuration not stated)	14	0.2	7	-10	4.9	0.6	-2.3	0	-10
COc1ccc(NC2=C(Cl)C(=O)N(CCc3ccccc3)C2=O)c(OC)c1	-1	-0.7	8	-7	-1.3	0.9	-0.8	-3	-4
OCC[C@@H]1C[C@H](O)[C@@H](O)[C@@]2(OCCCc3cc(Cl)ccc32)O1	20	-0.4	nt	-7	1.4	nt	-1.1	-3	7
C#CCN1CCN(c2cccc(C(F)(F)F)c2)CC1	-9	-0.6	12	-4	nt	nt	-3.4	0	9
Clc1ccc(CNC23CN4CN(CN(C4)C2)C3)c(Cl)c1	-8	0.6	3	-2	nt	1.1	-0.1	4	0
O=C1CC(c2ccc(O)cc2)Oc2cc(O)cc(O)c21 (configuration not stated)	6	-0.2	27	-6	0.8	2.6	-4.1	-1	1
CCn1c(SCC(=O)Nc2ccc3c(c2)OCO3)nnc1C(C)C	12	-1.0	0	3	1.6	0.0	nt	-4	-1
CCOC(=O)N/N=C1\CCc2ccccc21	3	-0.6	-1	-11	nt	1.0	-1.1	-2	-5
Cc1cc2n(c(=O)c1C#N)CCCN2c1cccc(Cl)c1	-10	19	30	19	-1.7	-1.1	-4.7	10	3
O/N=C1/C2C3CC4C5C3C1C5C1(OCCO1)C42 (configuration not stated)	-2	0.1	12	3	-1.0	-2.2	0.4	1	4
COc1ccc([C@H]2CC(=O)C=C(c3ccc(OC)nc3)C2)cc1	4	0.6	9	-4	2.5	-1.6	-2.8	0	-4
O=C(NCc1ccccc1Cl)c1cccc(NC2=NC3CS(=O)(=O)CC3S2)c1 (configuration not stated)	-3	0.0	1	1	-4.3	0.1	-0.1	1	-2
